MCL1-BIM inh = inhibitors of human MCL1 binding to BIM-BH3 peptide; GST-MCL1 / FITC-Bim-BH3 fluorescence polarization; inhibition, % at 10.9 µM; 320,000 tested, 0.68% active;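 active = inhibition above the mean inhibition of all tested compounds plus 3 SD, set per campaign, cut at about 40% in these data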;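 also: 0% = DMSO wells and 100% = unlabeled Bim-BH3 peptide control; higher means more loss of mP so more displacement of Bim peptide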
TPT1 inhibitor = inhibitors of Candida albicans tRNA 2'-phosphotransferase TPT1. recombinant caTPT1, FP RNA substrate dephosphorylation. inhibition, % at 5 µM. 300,000 tested, 0.81% active;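 active = inhibition above the mean of all tested compounds plus 3 SD, set per screening campaign, cut at about 24% in these data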;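 also: plate controls were DMSO alone for no effect and ferristatin control at 100 nM for full effect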
BCLXL inh = Bcl-xL (human) inhibition | Q07817 | GST-Bcl-xL / FITC-Bim BH3 peptide fluorescence polarization | inhibition, % at 10.9 µM | 320,000 tested, 0.7% active | AID 2129;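 active = inhibition above the mean of all tested compounds plus 3 SD, cutoff set per campaign, cut at about 30% in these data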;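 also: 0% = DMSO wells and 100% = unlabeled Bim-BH3 peptide competitor; inhibitors lower millipolarization by displacing the labeled peptide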
PAD4 inh = blocks human protein arginine deiminase 4; Q9UM07; recombinant PAD4, RCA probe fluorescence polarization; inhibition, % at 6.36 µM; 330,000 tested, 0.41% active; AID 485272;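 active = percent inhibition above a cutoff equal to the mean of all tested compounds plus 3 SD, cut at about 15% in these data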;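 also: 0% = PAD4 with RCA probe and DMSO and 100% = probe without PAD4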
MEX-5 binding = C. elegans MEX-5 TCR-2 RNA binding activity; MEX-5/FITC-TCR2 RNA binding, fluorescence polarization; active compounds read low; activity score (negative = inhibition of binding), % at 10 µM; 300,000 tested, 0.38% active; AID 1832;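 active = inhibition past about -25% in most replicates, and total fluorescence under double the plate's negative control median, limit read from the data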;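 also: 0% = DMSO and -100% = 5 µM competing unlabeled TCR2 RNA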
Target sequence (Q9XUB2 whole entry, looked up): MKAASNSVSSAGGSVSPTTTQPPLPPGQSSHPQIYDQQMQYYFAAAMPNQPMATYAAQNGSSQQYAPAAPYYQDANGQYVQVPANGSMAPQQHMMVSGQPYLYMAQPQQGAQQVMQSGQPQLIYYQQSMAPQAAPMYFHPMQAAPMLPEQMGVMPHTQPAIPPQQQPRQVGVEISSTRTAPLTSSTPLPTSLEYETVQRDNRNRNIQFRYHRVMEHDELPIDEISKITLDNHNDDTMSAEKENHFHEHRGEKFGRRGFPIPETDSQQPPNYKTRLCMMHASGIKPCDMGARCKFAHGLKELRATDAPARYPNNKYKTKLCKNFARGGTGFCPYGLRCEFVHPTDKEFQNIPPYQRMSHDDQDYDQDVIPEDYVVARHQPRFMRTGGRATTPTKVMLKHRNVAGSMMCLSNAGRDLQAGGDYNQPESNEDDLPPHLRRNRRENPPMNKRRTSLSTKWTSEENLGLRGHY
GSTO1 inh = blocks human GSTO1 in RBBP9 counter-screen; recombinant GSTO1, activity-based probe fluorescence polarization; 300,000 tested, 1.1% active; inhibition, % at 5.96 µM; AID 1974; P78417;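 active = inhibition above the campaign mean inhibition plus 3 SD, cut at about 35% in these data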;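 also: 0% = GSTO1-1 with DMSO and 100% = wells lacking GSTO1-1 enzyme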
GLD-1 TGE inh = GLD-1-TGE RNA interaction inhibition (C. elegans); purified GLD-1 + fluorescein TGE RNA, fluorescence polarization; inhibition, % at 5.96 µM; 320,000 tested, 0.44% active; AID 2280;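 active = percent inhibition above a per-plate cutoff, the plate mean of test compounds plus 3 SD, cut at about 30% in these data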;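 also: 0% = DMSO wells with GLD-1 and probe and 100% = wells lacking GLD-1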
PME-1 inh = PME-1 (human) inhibition. recombinant PME-1, FP-Rh probe fluorescence polarization. inhibition, % at 5.9 µM. 320,000 tested, 0.53% active. AID 2130;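 active = inhibition above the campaign mean of all compounds plus 3 SD, cut at about 26% in these data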;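 also: competitive labeling of PME-1 active site by serine hydrolase directed probe; 0% = PME-1 with DMSO and 100% = wells lacking PME-1 enzyme; inhibitors block probe labeling so polarization falls and inhibition rises; many of its hits are not listed in these tables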
Target sequence (Q9Y570 whole entry, looked up): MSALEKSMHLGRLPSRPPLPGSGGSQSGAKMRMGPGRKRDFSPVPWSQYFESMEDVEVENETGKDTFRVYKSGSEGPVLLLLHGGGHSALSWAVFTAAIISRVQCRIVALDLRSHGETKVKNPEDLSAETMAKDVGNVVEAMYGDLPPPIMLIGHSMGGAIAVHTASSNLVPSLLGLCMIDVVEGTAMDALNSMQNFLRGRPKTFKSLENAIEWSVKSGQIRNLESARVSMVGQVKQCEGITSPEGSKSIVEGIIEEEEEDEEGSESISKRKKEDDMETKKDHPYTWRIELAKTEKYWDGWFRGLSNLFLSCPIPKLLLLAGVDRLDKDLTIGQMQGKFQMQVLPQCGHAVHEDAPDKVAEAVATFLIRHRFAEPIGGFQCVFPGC
Fam108B counter = Fam108B inhibition, counter-screen for RBBP9 inhibitors | 300,000 tested, 0.33% active | inhibition, % at 9.51 µM | recombinant Fam108B, FP-Rh probe fluorescence polarization;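 active = inhibition above the screen mean inhibition plus 3 SD, computed separately per campaign, cut at about 18% in these data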;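 also: inhibitors lower polarization as less probe binds the enzyme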
* hit, by the source's call; x = no result given. This is a subset (hit frequency here may not be typical).

cpd	structure	TPT1 inhibitor	Fam108B counter	MCL1-BIM inh	PAD4 inh	PME-1 inh
1	COCCNc1nc(-c2ccccc2)nc2ccccc12	0	-4	3	-2	-5
2	CNc1ncc(C(=O)C(C)(C)C)s1	-4	2	4	-2	3
3	CCOC(=O)C1C(c2ccccc2)C(C(=O)OCC)C1c1ccccc1 (configuration not stated)	-1	-4	1	-1	-4
4	CC(C)(C)NC(=O)COC(=O)c1ccc(NC(=O)CC#N)cc1	-8	-1	2	1	0
5	Cc1cc(N=NC(=O)c2ccccc2O)c2ccccc2c1O	0	7	34	-4	6
6	Cc1ccnc(NC(=O)Nc2ccc3c(c2)OCO3)c1	1	1	0	-2	8
7	Cc1ccccc1CSc1nnc(C)c(=O)[nH]1	-2	0	5	-3	-1
8	COC(=O)C1C(=O)C2=C(CC1C)Nc1ccccc1NC2c1cccs1 (configuration not stated)	1	3	11	0	0
9	CC(=O)c1ccc(NC(=O)c2ccc3c(Cl)c4c(nc3c2)CCCC4)cc1	0	-5	-2	-1	-8
10	CN(C(=O)C1CCOC1)c1nnc(-c2cccnc2)s1 (configuration not stated)	-3	1	2	-2	4

cpd	MEX-5 binding	BCLXL inh	GLD-1 TGE inh	GSTO1 inh
1	-1.6	1	-2	-1
2	0.3	5	5	3
3	-1.1	5	3	-8
4	1.6	3	-8	-2
5	4.0	15	2	6
6	-0.1	-2	2	2
7	0.4	6	3	0
8	1.2	1	-6	2
9	4.2	3	7	0
10	-0.6	-2	-9	11

Next section:
cpd	structure	TPT1 inhibitor	Fam108B counter	MCL1-BIM inh	PAD4 inh	PME-1 inh
11	CCOc1ccc(/C=C2\SC(=S)N(NS(=O)(=O)c3ccc(C)cc3)C2=O)cc1OC	7	-6	10	-8	-55
12	COCCNC(=O)c1ccccc1-c1nc(-c2ccccc2Cl)no1	-3	0	-5	-2	2
13	Nc1ccccc1C(=O)NNC(=O)C(=O)/C=C(\O)c1ccccc1	-1	-2	0	-1	-3
14	Cn1nnnc1SCC(=O)NNC(=O)c1ccc(Br)cc1	0	-1	5	-4	-3
15	COc1ccc(S(=O)(=O)N2CCC3(CC2)CC(=O)c2ccccc2O3)cc1	-2	8	1	2	1
16	O=C(CCNS(=O)(=O)c1ccccc1F)NC1CCCCCC1	x	x	2	-1	-6
17	COc1cc(CN(C)Cc2cc(=O)oc3cc(C)c(Cl)cc23)ccc1OC(F)F	4	-4	-10	-4	-5
18	O=c1c2ccccc2nc(/C=C/c2ccc(Br)cc2)n1CCCO	-1	-6	2	-3	-8
19	CCc1cc(-c2nc(N)ncc2-c2csc(C)n2)c(O)cc1OC	-1	4	2	-4	-2
20	Cc1ccc(NC(=O)c2ccccc2NS(=O)(=O)c2ccc(Cl)s2)cc1	-2	10	9	-1	5

cpd	MEX-5 binding	BCLXL inh	GLD-1 TGE inh	GSTO1 inh
11	-4.5	10	-2	16
12	1.0	0	-11	-1
13	-7.0	-1	0	7
14	-1.5	6	9	3
15	1.4	7	5	-6
16	x	3	5	x
17	2.6	-5	8	1
18	1.1	4	-2	-14
19	-0.7	0	0	0
20	0.1	3	0	-116

New compounds follow.
cpd	structure	TPT1 inhibitor	Fam108B counter	MCL1-BIM inh	PAD4 inh	PME-1 inh
21	C=CCn1c(SCCC)nc2sc3c(c2c1=O)CCc1ccccc1-3	3	-5	4	-4	-4
22	O=C(CCCN1C(=O)C2CC=CCC2C1=O)Nc1ccccc1Cl (configuration not stated)	-4	-1	3	-2	-5
23	Cc1cccc2sc(N(CCN(C)C)C(=O)c3cc(Cl)sc3Cl)nc12	1	-5	9	0	3
24	CCN(CC)C1CCN(C(=O)CCc2nnc(CCc3ccccc3)o2)C1 (configuration not stated)	0	1	-3	-4	-1
25	CCCCn1c(SCC(=O)N2CCOCC2)nc2c1c(=O)n(C)c(=O)n2C	2	2	-1	0	-4
26	O=C(N/N=C/c1ccc2nccnc2c1)c1cccc([N+](=O)[O-])c1	-3	-2	5	2	5
27	COc1ccc(C)cc1S(=O)(=O)N1CC(C)OC(C)C1 (configuration not stated)	-3	2	-1	1	-7
28	CCC(C)Nc1nc(N)c([N+](=O)[O-])c(Nc2ccccc2OC)n1 (configuration not stated)	1	-4	-2	-2	11
29	CCOP(=O)(OCC)/C(C#N)=C(\O)c1ccc(OC)cc1	4	7	3	-2	6
30	O=C1N(Cc2cccc(Cl)c2)C[C@@H]2C[C@@H](c3c[nH]c4ccccc34)N3CCC[C@@]123	26*	-42	-8	-99	-35

cpd	MEX-5 binding	BCLXL inh	GLD-1 TGE inh	GSTO1 inh
21	-0.6	6	-5	-1
22	-0.3	6	10	-2
23	0.5	3	4	5
24	-1.6	1	-2	-1
25	0.2	1	7	1
26	1.0	3	-8	-3
27	-1.8	-1	1	0
28	-0.2	5	11	-10
29	0.7	5	-7	-6
30	-2.3	-3	-10	-55

Additional structures.
cpd	structure	TPT1 inhibitor	Fam108B counter	MCL1-BIM inh	PAD4 inh	PME-1 inh
31	COc1c(C)cccc1C(=O)NCCCNC(=O)c1ccc(C)nc1	1	2	5	-2	-1
32	NC(=O)C1=CN(Cc2ccc(Cl)cc2)CCC1C(F)(F)F (configuration not stated)	-3	-3	5	4	-8
33	CC(Sc1nncn1C)C(=O)Nc1nnc(C(C)C)s1 (configuration not stated)	-4	1	4	2	2
34	CCCCN(C(=O)CNC(=O)c1ccco1)C(C(=O)NC1CCCC1)c1ccc(OC)cc1 (configuration not stated)	0	-1	-3	1	2
35	C[C@H]1CCC(=O)N([C@H](CSc2ccc(Br)cc2)Cc2ccccc2)CC1	x	x	12	2	6
36	CC(C)(C)c1ccc(C(=O)CS(=O)(=O)c2ccccc2)cc1	2	-6	-1	-6	3
37	COc1cc(C(=O)O)ccc1Cl	0	9	-7	2	1
38	CN(Cc1ccccc1)C(=O)c1[nH]cnc1C(=O)Nc1cccc(Cl)c1	x	x	15	5	6
39	Cc1cccn2c(=O)c3cc(C(=O)NC4CCCCC4)n(C)c3nc12	-5	2	10	2	5
40	O=c1oc2ccccc2c(O)c1/C=N/c1ncccn1	3	-2	-6	-9	-2

cpd	MEX-5 binding	BCLXL inh	GLD-1 TGE inh	GSTO1 inh
31	2.9	5	12	0
32	-1.6	-4	-1	-1
33	-3.1	2	-6	8
34	-2.5	4	1	5
35	x	6	-4	x
36	3.6	5	8	-11
37	1.4	1	-1	4
38	x	3	3	x
39	-0.4	9	5	6
40	4.1	-4	9	-2

Other compounds follow:
cpd	structure	TPT1 inhibitor	Fam108B counter	MCL1-BIM inh	PAD4 inh	PME-1 inh
41	CSc1ccc(CN2CCC(n3nccc3NC(=O)c3ccccc3C)CC2)cc1	-3	-2	0	1	1
42	O=C(NCc1ccc(F)cc1)C(c1ccccc1)N(C(=O)c1csnn1)C1CCCC1 (configuration not stated)	-1	1	4	1	7
43	Cc1cc(C)cc(NC(=O)CSc2ccc(-c3ccco3)nn2)c1	3	-6	7	-5	4
44	CC1CCCN(C(=O)c2ccc3c(=O)n(Cc4ccc5c(c4)OCO5)c(=S)[nH]c3c2)C1 (configuration not stated)	4	-5	-1	-3	-4
45	CN(c1ccccc1)c1nc2ccsc2c(=O)s1	-2	1	3	-1	-1
46	COc1ccc(-n2c(SCC(=O)Nc3ncc(Cl)cc3Cl)nc3ccccc32)cc1	0	-1	1	-10	-7
47	CN(Cc1ccccc1)C1=CC(=[N+]2CCCC2)CC(C)(C)C1	0	-1	-15	2	-2
48	O=C(c1ccc(OC2CCN(Cc3ccccn3)CC2)cc1)N1CCCC(O)C1 (configuration not stated)	-1	1	-6	2	-4
49	Cc1ccnc2nc(C(=O)OCC(=O)Nc3ccc([N+](=O)[O-])cc3Br)nn12	x	x	8	2	9
50	OCC1(CCOc2ccccc2)CCN(CCCn2cccn2)CC1	3	3	-10	-2	2

cpd	MEX-5 binding	BCLXL inh	GLD-1 TGE inh	GSTO1 inh
41	-2.4	5	2	6
42	0.7	0	5	15
43	3.4	10	2	-2
44	0.9	-2	5	7
45	-1.2	1	7	3
46	-1.0	-4	10	-11
47	-1.3	-12	-1	3
48	4.2	-3	3	5
49	x	6	4	x
50	1.2	-2	-1	9

Remaining list, next part.
cpd	structure	TPT1 inhibitor	Fam108B counter	MCL1-BIM inh	PAD4 inh	PME-1 inh
51	O=S(=O)(c1cccc(S(=O)(=O)N2CCC(Cc3ccccc3)CC2)c1)N1CCOCC1	-3	-2	8	0	5
52	O=C(CNC(=O)c1cnccc1C(F)(F)F)c1cccc(Cl)c1	-3	-3	3	-2	3
53	Cc1cccc(OCCCC(=O)Nc2nccs2)c1	-6	-7	10	7	4
54	COC(=O)C1CCN(CCCOc2ccc(CN3CCN(c4ccc([N+](=O)[O-])cc4)CC3)cc2)CC1	3	2	-1	2	3
55	CCCNC(=O)NC(=O)CN1CCCC1c1ccc2c(c1)OCCO2 (configuration not stated)	3	5	8	5	-6

cpd	MEX-5 binding	BCLXL inh	GLD-1 TGE inh	GSTO1 inh
51	0.6	8	7	-2
52	1.3	2	-1	8
53	-0.5	2	10	-8
54	-1.8	0	-15	-1
55	0.4	2	-6	-3

Assay outcomes: PubChem BioAssay, several laboratories
